M1AAP inhibition – malaria alanyl aminopeptidase activity blockers – biochemical, fluorogenic H-Leu-NHMec substrate, 1536-well (AID 1445); inhibition, % at 30 µM, or IC50 in µM where a hit was titrated; recombinant M1AAP, H-Leu-NHMec fluorogenic kinetic assay; higher % means a stronger effect; hit rate 0.42% among 220,000;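 active = primary inhibition above the hit cutoff, then over 50% inhibition at one or more dose response concentrations, cut at about 23% in these data, passing the limit was not always enough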;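 also: plate controls were DMSO full reaction for no effect and no enzyme background for full effect; strong numbers were not always called active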
ER stress rescue – protection against thapsigargin-triggered cell killing – 384-well, CSM14.1, ATP luminescence, primary screen (AID 1222); cellular ATP content (survival), % at 20 µM, or EC50 in µM where a hit was titrated; 190,000 tested, under 10 active; CSM14.1 thapsigargin-induced death rescue, ATP luminescence; higher % means a stronger effect;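 active = EC50 below 50 µM in the dose-response confirmation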;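 also: death triggered by thapsigargin at about 15 µM added after 2 h compound pretreatment; cell ATP read after overnight thapsigargin exposure of roughly 18 to 22 hours; normalized against plate controls of thapsigargin alone and 5% DMSO vehicle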
Insulin prom up – MIN6 insulin promoter up-regulation | MIN6 insulin promoter-GFP reporter, high-content imaging; hits give high values | z-score at 5 µM | hit rate 0.3% among 190,000;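 active = z-score above 3 at 5 µM with at least 500 cells counted in the well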
MT stabilize HCS – stabilizes microtubules in HeLa cells. HeLa tubulin immunostaining HCS, 24 h; share of cells brighter than vehicle mean+2SD. % tubulin-high responders, % at 10 µM. hit rate 0.83% among 200,000. AID 2205;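 active = plate Z-score above 3 for both tubulin-high and condensed-nucleus cell shares, with cell loss under 80%, at 10 µM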;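 also: anti alpha tubulin signal scored within the nucleus-defined area of each cell; some results filed as inactive read as strong as hits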
Dynein transport – dynein cargo transport inhibition; 3617.4 mouse cells, GR-EGFP nuclear translocation imaging; test concentration mostly 20 µM; stimulated with dexamethasone, 1 µM; hits give low values; z-score, hits read low; hit rate 0.47% among 220,000;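 active = plate z-score of nuclear minus cytoplasmic receptor signal below a set negative limit, without overly bright fluorescence or cell loss, cut at about -3.5 in these data, passing the limit was not always enough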;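 also: z-score of nuclear minus cytoplasmic ring GR-EGFP intensity difference per well; some compounds called inactive have numbers as strong as hits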
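medium = tetracycline-free induction medium containing charcoal-stripped FBS | probe or stimulus = dexamethasone, 1.0 µM final | timing = 48 h induction, then 1 h compound, then 30 min agonist, 37 °C | detection = automated 10x imaging of fixed Hoechst-stained cells | read-out basis = nuclear versus cytoplasmic GR-EGFP signal, averaged per well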
Yfh1-depleted yeast – mitochondrial function rescue without frataxin homolog – Friedreich's ataxia, plus single-dose screen, dose response (AID 1465); one-dose fold induction at 50 µM; EC50 in µM for titrated hits; S. cerevisiae Yfh1-off respiration, WST-1 reduction, 72 h; higher fold induction means a stronger effect; hit rate 0.074% among 220,000;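 active = fold induction of absorbance versus untreated yeast above a set limit, then at least 30% activation at any dose in follow-up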;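 also: activators that raise dye reduction in frataxin-depleted yeast; strong numbers were not always called active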
Lipid droplet – hepatic lipid droplet formation modulation | AML12 mouse hepatocytes, oleate lipid droplets, BODIPY imaging | hit rate 0.4% among 240,000 | AID 1656 | inhibition, % at 6.5 µM;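 active = lipid droplet intensity inhibited by at least 50%, with more than 500 cells counted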
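Assay system: AML12 hepatocytes (mouse); Probe or stimulus: oleic acid at 100 µM to induce lipid droplet formation; Dosing: compound at 6.5 µM only; Schedule: compound with oleate, overnight; Detection: fluorescence imaging, 20x objective, two fields per well; Measure: % inhibition of lipid droplet signal.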
Autophagy mod – alters autophagy in cells. calls only at 10 µM (by protocol). hit rate 0.98% among 190,000. MEF GFP-LC3 puncta imaging; test concentration mostly 10 µM;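 active = percentage of spot-positive cells more than 3 SD above its plate mean, without a fluorescence outlier flag or 80% toxicity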;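 also: spot-positive cell cutoff set from DMSO-treated cells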
P. falciparum M17LAP – P. falciparum M17LAP inhibitors, primary screen, biochemical, fluorogenic H-Leu-NHMec substrate, 1536-well (AID 1619). hit rate 0.38% among 220,000. one-dose inhibition, % at 30 µM; IC50 in µM for titrated hits. recombinant M17LAP, H-Leu-NHMec fluorogenic kinetic assay; higher % means a stronger effect;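 active = compound inhibiting the enzyme by more than half at any dose during confirmatory dose-response retesting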;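 also: plate controls were full reaction with DMSO carrier for no effect and no enzyme background for full effect; strong numbers were not always called active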
Dynein transport cytoplasmic EGFP – also measured in Dynein transport; calls as there; z-score; measured here: cytoplasmic GR-EGFP intensity; hits give high values
Dynein transport nuclear GR-EGFP – second read-out of Dynein transport, no call of its own (marks repeat the call); z-score; measured here: nuclear GR-EGFP intensity;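 lower value marks the stronger effect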
Dynein transport cell count – second read-out of Dynein transport, no call of its own (marks repeat the call); z-score; measured here: cell count per field
Insulin prom up cell count – further read-out of Insulin prom up, marked with its call; cell count; measured here: cytotoxicity, nuclei count;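 total cells summed across four imaged fields per well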
Lipid droplet cells 6.5 µM – recorded beside Lipid droplet, whose call it bears; cell count; measured here: cell count, cytotoxicity flag;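 cells counted across two imaged fields per well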
MT stabilize HCS Hoechst-high % – recorded beside MT stabilize HCS, whose call it bears; % Hoechst-high responders; measured here: nuclear condensation Hoechst responders;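 share of cells brighter than vehicle mean plus two SD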
MT stabilize HCS cytotoxicity % – second read-out of MT stabilize HCS, no call of its own (marks repeat the call); toxicity, %; measured here: cytotoxicity by cell density;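 0% = mean cell density of plate MIN control wells and 100% = no cells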
Autophagy mod cell loss 18 h – recorded beside Autophagy mod, whose call it bears; toxicity, %; measured here: cell loss, nuclei count;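 cell loss after 18 h compound exposure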
Numbers without * were called inactive.

Screening CS(=O)(=O)N1CCC(C(=O)Nc2cccc(Cl)c2)CC1 returned M1AAP inhibition -2%, ER stress rescue -0.5%, Insulin prom up 0.26, MT stabilize HCS 3.9, Dynein transport -0.54, Yfh1-depleted yeast inactive, Lipid droplet -5, Autophagy mod inactive, P. falciparum M17LAP 3%, Dynein transport cytoplasmic EGFP -0.37, Dynein transport nuclear GR-EGFP -0.79, Dynein transport cell count 0.11, Insulin prom up cell count 1541, Lipid droplet cells 6.5 µM 751, MT stabilize HCS Hoechst-high % 2.7, MT stabilize HCS cytotoxicity % 3.4 and Autophagy mod cell loss 18 h -5.
For CCN(Cc1ccccc1)C(=O)c1ccc(Cl)cc1[N+](=O)[O-] the results were M1AAP inhibition 1%, Insulin prom up -1, MT stabilize HCS 1.5, Dynein transport -0.6, Yfh1-depleted yeast inactive, Lipid droplet -5, Autophagy mod inactive, P. falciparum M17LAP 12%, Dynein transport cytoplasmic EGFP -0.13, Dynein transport nuclear GR-EGFP -0.3, Dynein transport cell count -1.2, Insulin prom up cell count 1387, Lipid droplet cells 6.5 µM 688, MT stabilize HCS Hoechst-high % 1.4, MT stabilize HCS cytotoxicity % 4.5 and Autophagy mod cell loss 18 h 9.
Cn1c(N)c(C(=O)COC(=O)CCC(=O)c2ccc(F)cc2)c(=O)n(C)c1=O was read as M1AAP inhibition 4%, ER stress rescue -0.3%, Insulin prom up -0.46, MT stabilize HCS 3.6, Dynein transport 1.6, Yfh1-depleted yeast inactive, Lipid droplet 15, Autophagy mod inactive, P. falciparum M17LAP 4%, Dynein transport cytoplasmic EGFP 0.028, Dynein transport nuclear GR-EGFP 1, Dynein transport cell count -1.1, Insulin prom up cell count 1222, Lipid droplet cells 6.5 µM 736, MT stabilize HCS Hoechst-high % 2.4, MT stabilize HCS cytotoxicity % 8.8 and Autophagy mod cell loss 18 h -10.
For CCN(CC)c1nc2ccccc2nc1C(C#N)C(=O)NCCc1ccccc1 (centres undefined) the results were M1AAP inhibition 7%, Insulin prom up -0.06, MT stabilize HCS 1.7, Dynein transport 0.39, Yfh1-depleted yeast inactive, Lipid droplet 4, Autophagy mod active, P. falciparum M17LAP -3%, Dynein transport cytoplasmic EGFP 0.52, Dynein transport nuclear GR-EGFP 0.47, Dynein transport cell count 0.38, Insulin prom up cell count 1287, Lipid droplet cells 6.5 µM 696, MT stabilize HCS Hoechst-high % 1.6, MT stabilize HCS cytotoxicity % 5.3 and Autophagy mod cell loss 18 h -0.3*.
Screening COc1ccccc1NC(=S)NCC1CCCCC1 returned M1AAP inhibition -4%, ER stress rescue -0.3%, Insulin prom up -0.47, MT stabilize HCS 3.5, Dynein transport -0.031, Yfh1-depleted yeast inactive, Lipid droplet 2, Autophagy mod inactive, P. falciparum M17LAP -6%, Dynein transport cytoplasmic EGFP -0.27, Dynein transport nuclear GR-EGFP -0.18, Dynein transport cell count -0.51, Insulin prom up cell count 1338, Lipid droplet cells 6.5 µM 708, MT stabilize HCS Hoechst-high % 3.1, MT stabilize HCS cytotoxicity % 3.4 and Autophagy mod cell loss 18 h 16.
CCn1c(CNC(=O)c2ccc(OC)c(OC)c2)nnc1SCC(=O)c1ccc(OC)cc1 was read as M1AAP inhibition -2%, ER stress rescue 1.5%, Insulin prom up -0.22, MT stabilize HCS 4.9, Dynein transport -0.055, Yfh1-depleted yeast inactive, Lipid droplet -7, Autophagy mod inactive, P. falciparum M17LAP 13%, Dynein transport cytoplasmic EGFP -0.22, Dynein transport nuclear GR-EGFP -0.15, Dynein transport cell count 0.52, Insulin prom up cell count 1349, Lipid droplet cells 6.5 µM 742, MT stabilize HCS Hoechst-high % 1.3, MT stabilize HCS cytotoxicity % 5.9 and Autophagy mod cell loss 18 h -3.
`Fc1ccc(-c2ccc(-c3nn4c(-c5ccco5)nnc4s3)o2)cc1` gave M1AAP inhibition 2%, Insulin prom up -0.19, MT stabilize HCS 2.9, Dynein transport -0.081, Yfh1-depleted yeast inactive, Lipid droplet 9, Autophagy mod inactive, P. falciparum M17LAP 1%, Dynein transport cytoplasmic EGFP 0.16, Dynein transport nuclear GR-EGFP -0.71, Dynein transport cell count 0.95, Insulin prom up cell count 1226, Lipid droplet cells 6.5 µM 683, MT stabilize HCS Hoechst-high % 1.4, MT stabilize HCS cytotoxicity % 6.4 and Autophagy mod cell loss 18 h 2.
`CC(C)(C)c1nc2scc(-c3ccc(Br)cc3)c2c(=O)o1` gave M1AAP inhibition 41%, ER stress rescue -0.5%, MT stabilize HCS 2.9, Dynein transport 1.7, Yfh1-depleted yeast inactive, Lipid droplet 18, Autophagy mod inactive, P. falciparum M17LAP 20%, Dynein transport cytoplasmic EGFP -0.14, Dynein transport nuclear GR-EGFP 0.88, Dynein transport cell count -0.83, Lipid droplet cells 6.5 µM 694, MT stabilize HCS Hoechst-high % 2.6, MT stabilize HCS cytotoxicity % 8.5 and Autophagy mod cell loss 18 h -12.
For CC1(C)CC(=O)C(C=NCCN2CCN(C(=O)c3ccc(F)cc3)CC2)=C(O)C1 the results were M1AAP inhibition 2%, ER stress rescue -6.2%, MT stabilize HCS 3.5, Dynein transport -0.7, Yfh1-depleted yeast inactive, Autophagy mod inactive, P. falciparum M17LAP -6%, Dynein transport cytoplasmic EGFP -0.25, Dynein transport nuclear GR-EGFP -0.55, Dynein transport cell count 1.2, MT stabilize HCS Hoechst-high % 2.2, MT stabilize HCS cytotoxicity % 5.9 and Autophagy mod cell loss 18 h -1.
`COc1cccc(OCc2nnc(SCC(=O)OC3CCCCC3)n2C)c1` gave M1AAP inhibition 1%, ER stress rescue -2.1%, Insulin prom up 0.25, MT stabilize HCS 3.7, Dynein transport -0.033, Yfh1-depleted yeast inactive, Autophagy mod inactive, P. falciparum M17LAP 11%, Dynein transport cytoplasmic EGFP -0.09, Dynein transport nuclear GR-EGFP 0.64, Dynein transport cell count -0.56, Insulin prom up cell count 1032, MT stabilize HCS Hoechst-high % 4.4, MT stabilize HCS cytotoxicity % 1.1 and Autophagy mod cell loss 18 h 1.
For O=C(NCCC1=CCCCC1)C1CCCN(S(=O)(=O)c2cnc[nH]2)C1 (centres undefined) the results were M1AAP inhibition 4%, ER stress rescue -2.5%, Insulin prom up 0.56, MT stabilize HCS 2.6, Dynein transport -1.2, Yfh1-depleted yeast inactive, Autophagy mod inactive, P. falciparum M17LAP 6%, Dynein transport cytoplasmic EGFP -0.018, Dynein transport nuclear GR-EGFP -0.46, Dynein transport cell count 0.59, Insulin prom up cell count 970, MT stabilize HCS Hoechst-high % 4.1, MT stabilize HCS cytotoxicity % 9.3 and Autophagy mod cell loss 18 h 2.
`Cc1ccc(S(=O)(=O)[N-]c2nc3ccccc3nc2-n2cc[n+](Cc3ccccc3)c2)cc1` gave M1AAP inhibition 4%, Insulin prom up 0.32, Dynein transport -0.35, Yfh1-depleted yeast inactive, Lipid droplet -13, P. falciparum M17LAP -9%, Dynein transport cytoplasmic EGFP -0.26, Dynein transport nuclear GR-EGFP -0.078, Dynein transport cell count 1.2, Insulin prom up cell count 1021 and Lipid droplet cells 6.5 µM 712.
`Cc1ccsc1/C=N/N1CCN(c2ccccn2)CC1` gave M1AAP inhibition -1%, Insulin prom up 0.3, Dynein transport -0.37, Yfh1-depleted yeast inactive, Lipid droplet -11, P. falciparum M17LAP 5%, Dynein transport cytoplasmic EGFP -0.27, Dynein transport nuclear GR-EGFP -0.26, Dynein transport cell count 0.35, Insulin prom up cell count 989 and Lipid droplet cells 6.5 µM 588.
CCc1ccc2c(c1)C1(SC(NC(C)=O)=NN1C(C)=O)C(=O)N2CC (centres undefined) was read as M1AAP inhibition 5%, ER stress rescue 0.1%, MT stabilize HCS 4.4, Dynein transport 0.19, Yfh1-depleted yeast inactive, Lipid droplet -7, Autophagy mod inactive, P. falciparum M17LAP 10%, Dynein transport cytoplasmic EGFP -0.26, Dynein transport nuclear GR-EGFP 0.21, Dynein transport cell count -0.7, Lipid droplet cells 6.5 µM 734, MT stabilize HCS Hoechst-high % 2.1, MT stabilize HCS cytotoxicity % 8.5 and Autophagy mod cell loss 18 h 0.
For CCC(=O)c1ccc(N2CCN(C(=O)c3cc([N+](=O)[O-])ccc3F)CC2)c(F)c1 the results were M1AAP inhibition 7%, ER stress rescue 1.0%, Insulin prom up -0.11, MT stabilize HCS 2.1, Dynein transport -1.2, Yfh1-depleted yeast inactive, Lipid droplet 10, Autophagy mod inactive, P. falciparum M17LAP 2%, Dynein transport cytoplasmic EGFP -0.24, Dynein transport nuclear GR-EGFP -0.35, Dynein transport cell count 0.43, Insulin prom up cell count 1402, Lipid droplet cells 6.5 µM 681, MT stabilize HCS Hoechst-high % 2.0, MT stabilize HCS cytotoxicity % 12 and Autophagy mod cell loss 18 h 19.

Source: PubChem (several laboratories)
